# Bioassay records: PubChem BioAssay, NCI
# NCI-60 one-dose screen, 48 h, at 10 µM unless noted. Numbers give growth in % (100 = growth as untreated, 0 = no growth, -100 = all killed).
# K-562 = K-562 leukemia; 78,000 tested, 7.4% active; AID 1794777
# MCF7 = MCF7 breast cancer; AID 1794796; 82,000 tested, 6.3% active
# MOLT-4 = MOLT-4 leukemia cells. 80,000 tested, 6.9% active. AID 1794779
# SR = SR leukemia cells; 73,000 tested, 8.7% active
# BT-549 = BT-549 breast cancer; 78,000 tested, 4.4% active
# MDA-MB-231 = MDA-MB-231 breast cancer | 81,000 tested, 5% active | AID 1794789
# MDA-MB-468 = MDA-MB-468 breast cancer; 78,000 tested, 8.5% active; AID 2202374
# T-47D = T-47D breast cancer; 79,000 tested, 5% active; AID 1794792
# * hit, by the source's call; / = no result given; & = joins results of further samples. How the source made its calls: active means growth percent below 10; inactive means the rest.
1) COc1ccc(/C=N/NC(=O)c2c(Nc3ccccc3)nn(CC(O)c3ccccc3)c2N)cc1 (stereo not drawn)
2) C/C(=N/Nc1ccc([N+](=O)[O-])cc1[N+](=O)[O-])C(C)(C)C
3) CC(C)Sc1nc(-c2ccc(F)cc2)c(C#N)c(N2CCCCC2)n1
4) COc1ccc(-c2cc(-c3ccc(Cl)cc3)nc3nc(NC(C)=O)nn23)cc1
5) Cc1nc2ccccc2c(/C=C/c2ccccc2)c1C(N)=O
6) N#CCCNCc1ccccc1
entry no.,1,2,3,4,5,6
K-562,90,84,94,101,77,/
MCF7,81,90,100,83,101,103
MOLT-4,92,90,90,84,94,110
SR,77,91,93,76,/,106
BT-549,103,/,102,106,106,118
MDA-MB-231,87,102,112,88,102,92
MDA-MB-468,72,95,105,102,107,109
T-47D,95,98,94,96,103,102

7) c1ccc(C2=Nc3ccccc3N=C(c3ccccc3)c3ccccc32)cc1
8) COc1cccc(/C=C/C(=O)c2ccc(NC(=O)c3cc4cc5cc(OC)ccc5nc4s3)cc2)c1
9) O=C(NCc1ccccc1)c1cccc(Cl)c1
10) N#C/C(=C\c1cccc2cnccc12)n1nnc2cc(F)c(F)cc21
11) CCCCCCCCCCCC(=O)NCC(=O)O
12) Nc1nc(F)nc2c1ncn2[C@@H]1O[C@H](COP(=O)(O)O)[C@@H](O)[C@@H]1O
entry no.,7,8,9,10,11,12
K-562,93,101,103,17,95,73
MCF7,100,82,92,20,88,90
MOLT-4,98,104,98,35,117,43
SR,98,92,92,23,/,97
BT-549,117,100,104,76,100,78
MDA-MB-231,103,108,99,57,101,81
MDA-MB-468,118,/,98,39,107,106
T-47D,103,109,97,31,91,107

13) O=C(/C=C/C12c3ccccc3C(c3ccccc31)C1C(=O)NC(=O)C12)c1ccncc1 (stereo not drawn)
14) O=C1C=CC(=O)N1c1nccs1
15) Cc1ccc(/C=N/N2C(=O)c3ccccc3C2=O)cc1
16) Cc1c(Cl)cccc1NC(=O)OC(C)C
17) C=C(C)[C@@H]1CC[C@]2(C(=O)N3CCN(C)CC3)CC[C@]3(C)[C@H](CC[C@@H]4[C@@]5(C)C/C(=C/c6ccc(C(F)(F)F)cc6)C(=O)C(C)(C)[C@@H]5CC[C@]43C)[C@@H]12
18) CC(C)(C)n1cc(-c2ccnc(NCCCNS(=O)(=O)c3cccc(F)c3)c2)c(-c2ccccc2)n1
entry no.,13,14,15,16,17,18
K-562,6.6*,/,110,101,73,19
MCF7,3.3*,102,96,104,87,58
MOLT-4,1.3*,97,122,84,64,57
SR,1.1*,89,/,66,77,29
BT-549,16,120,108,100,102,64
MDA-MB-231,15,102,113,101,95,80
MDA-MB-468,6.4*,110,98,104,107,42
T-47D,-4.4*,100,108,104,80,28

19) N#CC1=C(n2cccc2)OC2=C(C(=O)CCC2)C1c1cccs1 (stereo not drawn)
20) COc1ccc(-c2csc(NC(=O)CN3CCN(c4cc(=O)n(-c5ccccc5)c5ccccc45)CC3)n2)cc1
21) CS(=O)(=O)N1CCN(c2nc(NCCN3CCOCC3)ncc2Br)CC1
22) COc1cc2cc(C(=O)N3C[C@@H](CCl)c4c3cc(OC(=O)N(CCC(=O)N3CCN(C)CC3)[C@H]3CCSSC3)c3ccccc43)[nH]c2c(OC)c1OC
23) O=C(Nc1ccc(Cn2nnc3c(F)cccc32)cc1)c1ccc(C(F)(F)F)cc1
24) CCOC(=O)c1sc(/N=C2\NC(=O)/C(=C/c3ccc(N4CCN(C)CC4)cc3)S2)nc1C
entry no.,19,20,21,22,23,24
K-562,46,44,105,-9.0*,43,95
MCF7,54,74,93,-80*,60,84
MOLT-4,52,47,106,-9.6*,83,89
SR,31,89,114,-23*,68,101
BT-549,66,80,98,-81*,80,95
MDA-MB-231,77,78,100,-75*,85,112
MDA-MB-468,31,45,130,-91*,17,111
T-47D,56,40,113,8.8*,59,95

# 2 of the compounds above, bar-delimited:
cpd | Compound | K-562 | MCF7 | MOLT-4 | SR | BT-549 | MDA-MB-231 | MDA-MB-468 | T-47D
19 | N#CC1=C(n2cccc2)OC2=C(C(=O)CCC2)C1c1cccs1 (stereo not drawn) | 46 | 54 | 52 | 31 | 66 | 77 | 31 | 56
20 | COc1ccc(-c2csc(NC(=O)CN3CCN(c4cc(=O)n(-c5ccccc5)c5ccccc45)CC3)n2)cc1 | 44 | 74 | 47 | 89 | 80 | 78 | 45 | 40

# (more compounds)
25) COc1ccc(/C=C/C(=O)c2cccc(NC(=O)CSc3nc4ccccc4c(=O)n3-c3ccccc3)c2)cc1OC
26) CC(C)N1Cc2ccc([nH]2)CN(C(C)C)C1
27) S=c1[nH]nc(-c2ccc(Cl)cc2)s1
28) CC(C)(C)NC[C@H](O)c1ccc(O)c(CO)c1
29) O=C(NNC(=O)c1ccc(Cl)cc1)c1ccc(Cl)cc1
30) Nc1ccc(OCC(=O)O)cc1
entry no.,25,26,27,28,29,30
K-562,90,78,95,/,98,103
MCF7,69,94,92,97,96,92
MOLT-4,91,81,89,86,102,100
SR,73,101,92,/,/,102
BT-549,115,121,92,78,81,/
MDA-MB-231,97,68,103,108,98,99
MDA-MB-468,108,104,109,81,105,93
T-47D,88,90,96,81,93,94

31) NC1CCN(c2nc(Nc3cccc(C(F)(F)F)c3)c3c(=O)[nH]ccc3n2)CC1
32) Nc1ccc(-c2cccs2)cc1NC(=O)c1ccc(CCCC(=O)Nc2ccc(C3CC3N)cc2)cc1 (stereo not drawn)
33) CC(C)(OC(=O)c1ccccc1)C(Br)CBr (stereo not drawn)
34) CN1CCc2c(sc3nc(-c4ccccc4)[nH]c(=O)c23)C1
35) O=C1/C(=C/C2=Cc3ccccc3OC2)SC(=S)N1c1ccc(O)cc1
36) Nc1ccc(-c2csc(-c3ccc(Br)cc3)n2)cc1
entry no.,31,32,33,34,35,36
K-562,-49*,-31*,107,81,96,91
MCF7,-86*,19,96,84,73,54
MOLT-4,-38*,47,105,94,88,84
SR,/,-10*,113,80,/,97
BT-549,-92*,96,112,96,103,104
MDA-MB-231,-62*,47,111,/,97,90
MDA-MB-468,-77*,70,112,101,112,85
T-47D,-73*,65,89,97,87,77

37) c1cc(C2=NCCN2)ccc1OCCSCCOc1ccc(C2=NCCN2)cc1
38) CSc1nncc(-c2ccccc2)n1
39) CCOC(=O)c1cc(C(=O)c2cc(OC)c(OC)c(OC)c2)n2c1ccc1c3cccnc3ccc12
40) CCCC1(C(OC)OC)NC(=O)N(C)C1=O (stereo not drawn)
41) COc1ccc(NC(=O)c2cc(-c3cccc(Cl)c3)no2)cc1
42) Nc1ccc(CC(=O)O)c(N)c1
entry no.,37,38,39,40,41,42
K-562,/,107,13,95,72,104
MCF7,77,91,29,99,102,99
MOLT-4,/,106,31,87,105,101
SR,/,/,18,95,73,95
BT-549,79,104,69,100,57,105
MDA-MB-231,89,118,70,103,104,103
MDA-MB-468,58,100,61,119,104,89
T-47D,78,99,51,101,106,117

43) CC(C)C(=O)Nc1cc(-c2ccc(C#N)n2C)ccc1F
44) Cn1c2ccc(Br)cc2c2c3c(c4c5cc(F)ccc5oc4c21)C(=O)NC3=O
45) CCN(CC)CCO/N=C1\CC(c2ccc(OC)c(OC)c2)Oc2ccccc21 (stereo not drawn)
46) Cc1ccc(C(=O)N/N=C/c2ccc3c(c2)OCO3)cc1
47) O=C(O)C(O)C(O)C(=O)O.[NH-]C1CCCCC1[NH-].[Pt+2] (stereo not drawn)
48) COc1cc(F)ccc1/C=C/C(=O)/C=C(O)/C=C/c1ccc(F)cc1OC
entry no.,43,44,45,46,47,48
K-562,78,91,83,73,105,119
MCF7,102,55,89,103,92,92
MOLT-4,99,91,91,91,105,110
SR,94,55,99,78,/,136
BT-549,92,114,94,107,108,117
MDA-MB-231,110,90,101,91,99,103
MDA-MB-468,103,83,80,101,96,105
T-47D,87,80,89,95,105,91

# Part of the list above in a different format.
# Results follow in this order: K-562	MCF7	MOLT-4	SR	BT-549	MDA-MB-231	MDA-MB-468	T-47D
43: CC(C)C(=O)Nc1cc(-c2ccc(C#N)n2C)ccc1F
  78	102	99	94	92	110	103	87
44: Cn1c2ccc(Br)cc2c2c3c(c4c5cc(F)ccc5oc4c21)C(=O)NC3=O
  91	55	91	55	114	90	83	80

# More results:
49) Cc1nc(NCc2ccco2)c2cn[nH]c2n1
50) O=C(/C=C/c1ccccn1)c1ccc(OCc2nnc(-c3ccc(Cl)cc3)o2)cc1
51) CCc1cc(C(C)(C)C)cc(C(C)(C)C)c1O
52) CCOC(=O)c1sc(Nc2cccc(Nc3nc(C)c(C(=O)OCC)s3)c2)nc1C
53) Cc1ccc(C(=O)NNc2nccc(Nc3ccc(S(=O)(=O)Nc4ccncc4)cc3)n2)cc1
54) CCc1ccc(-c2cc(-c3ccccc3)n(-c3ccc(S(N)(=O)=O)cc3)n2)cc1
entry no.,49,50,51,52,53,54
K-562,96,-28*,109,83,100,84
MCF7,84,-28*,99,78,94,95
MOLT-4,99,17,113,56,108,73
SR,86,-12*,101,83,104,92
BT-549,99,17,110,124,88,106
MDA-MB-231,100,33,120,79,98,107
MDA-MB-468,94,-38*,76,84,92,106
T-47D,91,-14*,108,63,94,82

55) CCC(=O)Oc1ccc(/C(=C(/C)Cc2ccc(OC)cc2)c2ccc(OCCCN(C)C)cc2)cc1
56) C=C(c1ccc(Cl)cc1)c1ccccc1Cl
57) CC(C)CC(=O)c1ccccc1O
58) COc1ccc(NC(=O)C2=C(C)Nc3ncnn3C2c2ccccc2Cl)cc1 (stereo not drawn)
59) Cc1ccc(NC(=O)N2CCOCC2)cc1NC(=O)N1CCOCC1
60) CCC(CC)(C(=O)Nc1ccc2nc(C)cc(N)c2c1)C(=O)Nc1ccc2nc(C)cc(N)c2c1
entry no.,55,56,57,58,59,60
K-562,101,110,100,106,105,91
MCF7,81,103,93,93,97,105
MOLT-4,92,95,104,100,102,92
SR,94,100,96,111,94,94
BT-549,101,84,107,110,/,/
MDA-MB-231,109,104,106,110,122,111
MDA-MB-468,112,120,92,116,107,116
T-47D,89,99,94,97,101,115

61) NC(=O)CC[C@H](N)C(=O)O
62) Cc1ccc(S(=O)(=O)N2CCc3c([nH]c4ccccc34)C2c2cc(=O)oc3ccc(Cl)cc23)cc1 (stereo not drawn)
63) Cc1ccc(S(=O)(=O)/C(=C\c2ccc(Cl)cc2)C(=O)c2ccc(-c3ccccc3)cc2)cc1
64) COc1ccccc1/C=N/NC(N)=O
65) O=c1n(CCCCn2cnn(-c3ccccc3)c2=O)cnn1-c1ccccc1
66) O=c1cc(COc2ccc(N=Cc3ccccn3)cc2)c2cc(Cl)ccc2o1
entry no.,61,62,63,64,65,66
K-562,104,/,/,117,87,92
MCF7,101&113,88,97,98,95,78
MOLT-4,95&99,70,96,93,/,95
SR,108&101,73,99,89,/,100
BT-549,99&105,101,104,103,103,76
MDA-MB-231,106&97,82,110,/,93,80
MDA-MB-468,112&102,98,103,111,100,107
T-47D,100&100,61,103,/,/,81

# Shown field by field: part of the list above
(54) CCc1ccc(-c2cc(-c3ccccc3)n(-c3ccc(S(N)(=O)=O)cc3)n2)cc1
  K-562 = 84 | MCF7 = 95 | MOLT-4 = 73 | SR = 92 | BT-549 = 106 | MDA-MB-231 = 107 | MDA-MB-468 = 106 | T-47D = 82
(55) CCC(=O)Oc1ccc(/C(=C(/C)Cc2ccc(OC)cc2)c2ccc(OCCCN(C)C)cc2)cc1
  K-562 = 101 | MCF7 = 81 | MOLT-4 = 92 | SR = 94 | BT-549 = 101 | MDA-MB-231 = 109 | MDA-MB-468 = 112 | T-47D = 89
(56) C=C(c1ccc(Cl)cc1)c1ccccc1Cl
  K-562 = 110 | MCF7 = 103 | MOLT-4 = 95 | SR = 100 | BT-549 = 84 | MDA-MB-231 = 104 | MDA-MB-468 = 120 | T-47D = 99
(57) CC(C)CC(=O)c1ccccc1O
  K-562 = 100 | MCF7 = 93 | MOLT-4 = 104 | SR = 96 | BT-549 = 107 | MDA-MB-231 = 106 | MDA-MB-468 = 92 | T-47D = 94

# Next entries
67) CC(C)(C)OC(=O)Nc1ccc2c(c1)C(NC(=O)Nc1cccc(C#N)c1)CC(C)(C)O2 (stereo not drawn)
68) COc1cc(OC)c2c(=O)cc(-c3cccnc3)oc2c1
69) Oc1cccc(-c2nc(-c3nnc(Nc4ccc(Br)cc4)o3)cc3c2[nH]c2ccccc23)c1
70) C=CCn1c2c(c3ccccc31)CC1CN(Cc3ccco3)C(=O)C1C2C(=O)O (stereo not drawn)
71) NC(=O)N1c2ccccc2C=Cc2ccccc21
72) CCN(CC)CCCC#CCN1CCCC1
73) OC(CN(Cc1ccccc1)Cc1ccccc1)c1ccccc1 (stereo not drawn)
74) CC(=O)Nc1nc(-c2ccc([N+](=O)[O-])cc2)c(CCC=O)c(=O)[nH]1
entry no.,67,68,69,70,71,72,73,74
K-562,23,98,47,106,81&97,113,90&94,104
MCF7,32,85,72,98,94&96,95,109&93,102
MOLT-4,17,92,29,109,104&101,126,94&90,97
SR,/,92,43,110,129&98,109,82,99
BT-549,29,96,74,97,94,64,107&105,69
MDA-MB-231,69,97,65,96,112&126,96,93&91,130
MDA-MB-468,-5.7*,99,87,101,91&103,105,110&100,108
T-47D,34,86,57,96,91&94,96,83&77,99
